Screening data as filed in PubChem.
rTrxR1 inhibitor – rat TrxR1 inhibition; recombinant rTrxR1, NADPH fluorescence consumption, selenite substrate; 390,000 compounds, 1% hits; Potency, µM (top dose mostly 114 µM), for inactives: top-dose activity change, negative = inhibition, actives largely listed as inhibitors; O89049; also: potency is read from the fitted curve at half-maximal effect; % is scaled to controls: 0 for no effect and ±100 for the full control effect; nearly all actives have a fitted effect of over 65% in size
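Rat TrxR1 (90 nM in the dispensed reagent) was pre-reduced with 400 uM NADPH for 5 min at room temperature, then incubated with compound for 15 min. After 400 uM selenite was added, NADPH fluorescence (Ex 340/Em 450 nm) was followed for 8 min.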
TRHR ag – activates the human TRH receptor. 360,000 compounds, 0.18% hits. P34981. activation, % at 2 µM. TRHR cells, calcium flux fluo-8, FDSS agonist mode. AID 493084; in the data active = activation above about 30%; also: 0% is about no effect
Target sequence (P34981 whole entry, looked up): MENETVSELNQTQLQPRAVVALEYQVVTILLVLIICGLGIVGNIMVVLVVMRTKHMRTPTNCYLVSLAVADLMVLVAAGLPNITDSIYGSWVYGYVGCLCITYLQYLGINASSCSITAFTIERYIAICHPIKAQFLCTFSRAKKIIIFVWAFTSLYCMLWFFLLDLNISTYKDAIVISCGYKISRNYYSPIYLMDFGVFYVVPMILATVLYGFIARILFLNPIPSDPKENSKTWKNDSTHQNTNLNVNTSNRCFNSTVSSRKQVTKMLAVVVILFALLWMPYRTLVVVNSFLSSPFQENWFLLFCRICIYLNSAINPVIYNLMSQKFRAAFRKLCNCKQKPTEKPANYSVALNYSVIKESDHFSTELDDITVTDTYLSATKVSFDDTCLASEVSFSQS
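Read-out: compound-evoked intracellular calcium rise in TRHR cells, fluo-8 dye, kinetic FDSS fluorescence at 1 s/cycle following a 10-cycle baseline. Cells cultured overnight before dye loading (30 min–1.5 h, RT).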
Pin1 inh – blocks the human prolyl isomerase Pin1. Potency, µM (highest dose often 115 µM), for the others: at the highest dose activity, negative = inhibition, hits mostly inhibitors. Q13526. 390,000 compounds, 0.009% hits. Pin1 FP peptide displacement, HiFluor488, 10 min. AID 504891; active = well fitted inhibition curve with a large enough effect in the polarisation, with a control signal flat, not every such curve was filed as active; inconclusive = small, poorly fitted or top-dose-only effect, or effect the other way, or a change in a side signal; inactive = no such curve, though single readings can be large or run the other way; the % refers to the polarisation; also: potency is read from the fitted curve at half-maximal effect; % is scaled to controls: 0 for no effect and ±100 for the full control effect
Target sequence (Q13526 whole entry, looked up): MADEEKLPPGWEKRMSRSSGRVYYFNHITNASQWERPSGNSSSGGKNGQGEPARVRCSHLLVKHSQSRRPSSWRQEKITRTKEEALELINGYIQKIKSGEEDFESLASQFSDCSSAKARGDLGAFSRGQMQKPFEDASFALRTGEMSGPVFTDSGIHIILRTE
mIDH1 inhibitor – human IDH1 R132H inhibition | 390,000 compounds, 0.093% hits | IDH1-R132H enzyme, NADPH consumption, diaphorase/resazurin fluorescence | Potency, µM (top dose mostly 76.6 µM), for inactives: top-dose activity change, negative = inhibition, hits mostly inhibitors | O75874; also: potency is read from the fitted curve at half-maximal effect; % is scaled to controls: 0 for no effect and ±100 for the full control effect; nearly all actives have a fitted effect of over 65% in size
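IDH1-R132H (0.5 ug/mL) preincubated 30 min with compound, then NADPH (0.016 mM) and alpha-KG (2 mM) added; 80 min at RT, pH 7.5. Remaining NADPH coupled via diaphorase/resazurin to fluorescence (540/590 nm); concentration-response curves normalized to no-enzyme control.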
TRHR PAM – allosteric enhancers of human TRH receptor. TRHR cells, fluo-8 calcium fluorescence, EC20 TRH enhancement. enhancement, % at 2 µM. 360,000 compounds, 0.66% hits. AID 493056; in the data active = enhancement above about 30%; also: 0% is about no effect
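Enhancer read-out: after compound pinning and an initial kinetic agonist-mode read, an EC20 of TRH (10 nM final) was injected and fluo-8 calcium signal (Ex 480/Em 530) followed at 1 s/cycle for 100 cycles in TRHR-expressing cells.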
TrxR1 substrate – substrates of rat thioredoxin reductase 1; purified TrxR1 substrate turnover, NADPH consumption readout; 390,000 compounds, 0.01% hits; O89049; Potency, µM (titrated, usually from 114 µM), for the others: at the highest dose activity change, negative = substrate turnover; also: potency is read from the fitted curve at half-maximal effect; % is scaled to controls: 0 for no effect and ±100 for the full control effect; nearly all actives have a fitted effect of over 50% in size
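Rat TrxR1, dispensed at 90 nM, was prereduced with 400 uM NADPH (final) for 5 min at ~22 deg C, then incubated with compound 15 min before 400 uM selenite. A first-read NADPH fluorescence drop versus no-compound background flagged substrates.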
D2 ag – agonists of human D2 dopamine receptor; P14416; HEK293 T-REx D2 cells, calcium flux agonist mode; activation, % at 2 µM; 340,000 compounds, 0.53% hits;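 active = activation over 3 SD above normal in the single-dose calcium agonist read, cut at about 30% in these data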; also: 0% is about no effect
Target sequence (P14416 whole entry, looked up): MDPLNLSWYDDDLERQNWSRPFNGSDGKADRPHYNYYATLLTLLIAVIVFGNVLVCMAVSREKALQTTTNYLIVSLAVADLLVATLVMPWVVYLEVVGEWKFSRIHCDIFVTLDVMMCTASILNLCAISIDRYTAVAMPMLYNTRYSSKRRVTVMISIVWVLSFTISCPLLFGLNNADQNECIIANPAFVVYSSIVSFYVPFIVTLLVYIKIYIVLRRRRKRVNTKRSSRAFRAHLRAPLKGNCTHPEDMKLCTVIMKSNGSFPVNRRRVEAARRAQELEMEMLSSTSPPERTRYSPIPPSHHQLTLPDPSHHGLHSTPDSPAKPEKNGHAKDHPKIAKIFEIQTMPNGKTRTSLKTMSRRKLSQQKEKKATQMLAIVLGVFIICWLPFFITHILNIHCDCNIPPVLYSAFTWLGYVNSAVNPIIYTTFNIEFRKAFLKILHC
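Tetracycline-induced HEK293 T-REx cells with force-coupled D2 receptor, plated overnight at 30 C, loaded with no-wash calcium dye. After a 10 s baseline, compound was pin-added and calcium flux read kinetically for 180 s; calcium rises flagged agonists.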
USP1-UAF1 inh – blocks the human USP1/UAF1 deubiquitinase complex; O94782; recombinant USP1/UAF1, Ub-Rhodamine cleavage fluorescence; Potency, µM (series often up to 57.1 µM), for the others: top-dose activity change, negative = inhibition, usual class: inhibitors; 390,000 compounds, 0.23% hits; AID 743255; also: potency is read from the fitted curve at half-maximal effect; % is scaled to controls: 0 for no effect and ±100 for the full control effect; nearly all actives have a fitted effect of over 60% in size; inactives centre near -12
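USP1/UAF1 complex at 1 nM was preincubated with compound for 15 min at room temperature, then Ub-Rho substrate (150nM final) was added. Fluorescence (480/540 nm) was read kinetically, 6 reads every 60 seconds.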
D2 antag – D2 dopamine receptor (human) antagonism. P14416. inhibition, % at 10 µM. 340,000 compounds, 2% hits. HEK293 TREx D2 cells, calcium flux, dopamine EC80. AID 485344; in the data active = inhibition above about 30%; also: 0% is about no effect
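Measurement of antagonist activity uses fluorescent calcium dye in inducible HEK293 T-REx D2 cells: 10 s baseline, compound addition with 180 s read, EC80 dopamine addition with a further 180 s read.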
Active calls of the source: *; ? = inconclusive; · = no result given; [ ] = remark or other dose. Unless noted, calls follow the shape of the dose curve; as a rule, active = well fitted inhibition curve with a large enough effect; inconclusive = small, poorly fitted or top-dose-only effect; inactive = no such curve, though single readings can be large or run the other way. The list is partial; count on the stated rates, not on these rows.

SMILES	rTrxR1 inhibitor	TRHR ag	Pin1 inh	mIDH1 inhibitor	TRHR PAM	TrxR1 substrate	D2 ag	USP1-UAF1 inh	D2 antag
CCCCCn1c(NC2CCCCC2)nc2c1c(=O)[nH]c(=O)n2C	24%	0.2	1%	6%	-2	-2%	·	4%	·
Cc1cc(SCC(=O)N/N=C/c2ccc(O)c(O)c2O)c(C)cc1Br	-28%	0.2	-4%	-9%	-1	-13%	-0.6	-26%	-14
Cc1nnc(NC(=O)CSc2nccn2-c2ccc(Cl)cc2)s1	12%[57.1 µM]	-0.3	?	-12%	0	-1%[57.1 µM]	0.8	-17%	·
Clc1ccc2c(NCc3ccccn3)ncnc2c1	5%[57.1 µM]	0.6	-7%	0%	4	8%[57.1 µM]	-0.3	-18%	-14
CCOc1ccc(C2=CC(c3cc(Br)ccc3F)n3ncnc3N2)cc1Cl (centres undefined)	16%[57.1 µM]	0.5	21%	-11%	-6	9%[57.1 µM]	·	-13%	·
CC(C(=O)O)N1C(=O)CSc2ncccc21 (centres undefined)	2%	0.2	-7%	-3%	6	-7%	1.2	-3%	1
COc1ccc(CNC(=O)CN2C(=O)c3ccc([N+](=O)[O-])cc3C2=O)cc1	3%[57.1 µM]	-0.1	4%	-2%	3	5%[0.0914 µM]	0.2	-16%	27
O=C(COc1ccc([N+](=O)[O-])cc1Cl)NCCc1ccccc1	-7%	0.3	5%	0%	-5	-4%	-0.7	-8%	-15
Cc1c(C(=O)N2CCN(c3ccccn3)CC2)sc2ncnc(N3CCN(c4ccccc4)CC3)c12	17%[57.1 µM]	·	4%	1%	·	7%	·	-22%	·
Cn1c(CN2CCN(S(C)(=O)=O)CC2)nc2cc([N+](=O)[O-])ccc21	11%	0.4	-1%	10%	6	-1%	0.3	-10%	-21

Overlap with the part before: 2 entries; new compounds follow.
SMILES	rTrxR1 inhibitor	TRHR ag	Pin1 inh	mIDH1 inhibitor	TRHR PAM	TrxR1 substrate	D2 ag	USP1-UAF1 inh	D2 antag
Cc1c(C(=O)N2CCN(c3ccccn3)CC2)sc2ncnc(N3CCN(c4ccccc4)CC3)c12	17%[57.1 µM]	·	4%	1%	·	7%	·	-22%	·
Cn1c(CN2CCN(S(C)(=O)=O)CC2)nc2cc([N+](=O)[O-])ccc21	11%	0.4	-1%	10%	6	-1%	0.3	-10%	-21
COC(=O)C1=C(\O)CCCC/C=C\1C(=O)O	0%[11.4 µM]	·	2%	4%	·	1%[11.4 µM]	·	0%	·
Cc1cc(C)c(NC(=O)c2ccc(S(=O)(=O)N(C)C)cc2)c(C)n1	13%	0.9	?	2%	11	-9%	0.5	-24%	3
CCCn1c(=O)c2ccccc2n2c(SCC(=O)c3cc(C)n(CC4CCCO4)c3C)nnc12 (centres undefined)	·	-0.1	·	·	7	·	-1.1	·	-7
COc1ccccc1N1CCN(C2CC(=O)N(c3cccc(Cl)c3)C2=O)CC1 (centres undefined)	11%	-0.4	2%	0%	-2	5%	1.2	-19%	-5
COC(=O)c1cccc(Nc2c(-c3cc(Br)ccc3O)nc3nc[nH]n23)c1	0%[57.1 µM]	-0.8	-8%	-6%	11	-8%[57.1 µM]	-0.4	-17%	·
COC(=O)c1c(NC(NC(=O)C(C)(C)C)C(Cl)(Cl)Cl)sc2c1CCC2 (centres undefined)	?	0.0	?	2%	17	5%	0.1	-23%	12
COC(=O)c1ccc(CN2CCC(Oc3cccc(C(=O)N4CCOCC4)c3)CC2)cc1	-13%	4.5	3%	-5%	4	-9%	·	0%	·
CCOC(=O)c1cn[nH]c1NC(=S)Nc1ccc(OC)cc1	?	-1.5	-1%	6%	-1	9%	-2.5	-21%	-2
O=C(Nc1ccc(-c2nnco2)cc1)c1ccccc1	4%	-0.3	1%	21%	-2	-3%	·	2%	·
COCCNC(=S)N/N=C(\C)c1ccc(OC)cc1	-15%	-0.1	-5%	16%	8	-12%	-2.3	-19%	3
CCOc1ccccc1CNC(=O)CN1C(=O)c2cccnc2Oc2ccc(Cl)cc21	5%	-1.0	22%	-9%	-1	-1%	-1.0	-10%	·
CCOC(=O)c1sc(NC(=O)CSc2nnc(Cc3ccccc3)o2)c(C(=O)OCC)c1C	9%	-0.1	7%	0%	-1	2%	-0.3	-8%	13
COc1cc(/C=C2\SC(=Nc3ccc(F)cc3)N(c3ccc(F)cc3)C2=O)ccc1OCC(=O)O	·	-0.1	·	·	0	·	0.2	·	-2
COc1ccc(NS(=O)(=O)c2cc(NC(=O)C3CC3)ccc2N2CCCCC2)cc1	18%	-0.4	0%	0%	-6	-3%	2.0	-21%	-1
Cc1ccc2nc(-c3ccc(Cl)c(NC(=O)COc4cccc(C)c4C)c3)oc2c1	18%	-0.5	3%	-2%	2	9%[11.4 µM]	-0.6	-5%	·
COc1ccc(CC(=O)NNC(=S)Nc2ccccc2)cc1Br	-27%	-0.1	-2%	0%	-4	-7%	-0.5	-3%	-6
CCOc1ccc(NC(=O)c2cc(OC)nc3ccccc23)cc1	6%	-1.0	-3%	4%	-3	3%	-0.8	-9%	57*
Cc1cc(C(=O)Nn2cnc3ccccc3c2=O)ccc1[N+](=O)[O-]	20%[57.1 µM]	-1.1	0%	6%	6	5%[57.1 µM]	-0.5	1%	-2
Fc1ccccc1NC(=S)N1CCCCC1	?	0.1	-7%	8%	-1	-5%	0.9	-16%	9
COc1ccc(C(=N/O)/C(=N/O)c2ccc(OC)cc2)cc1	1%[57.1 µM]	0.4	1%	1%	0	-1%[57.1 µM]	1.1	-1%	40*

Quoted at random: four entries already listed, in no set order.
SMILES	rTrxR1 inhibitor	TRHR ag	Pin1 inh	mIDH1 inhibitor	TRHR PAM	TrxR1 substrate	D2 ag	USP1-UAF1 inh	D2 antag
CCOC(=O)c1sc(NC(=O)CSc2nnc(Cc3ccccc3)o2)c(C(=O)OCC)c1C	9%	-0.1	7%	0%	-1	2%	-0.3	-8%	13
COc1ccc(CC(=O)NNC(=S)Nc2ccccc2)cc1Br	-27%	-0.1	-2%	0%	-4	-7%	-0.5	-3%	-6
CCOc1ccccc1CNC(=O)CN1C(=O)c2cccnc2Oc2ccc(Cl)cc21	5%	-1.0	22%	-9%	-1	-1%	-1.0	-10%	·
COc1ccc(C(=N/O)/C(=N/O)c2ccc(OC)cc2)cc1	1%[57.1 µM]	0.4	1%	1%	0	-1%[57.1 µM]	1.1	-1%	40*

(listing goes on)
SMILES	rTrxR1 inhibitor	TRHR ag	Pin1 inh	mIDH1 inhibitor	TRHR PAM	TrxR1 substrate	D2 ag	USP1-UAF1 inh	D2 antag
COCC(C)NC(=O)c1ccc(-n2nc(C(F)(F)F)cc2-c2cccs2)cc1 (centres undefined)	8%	-0.9	-2%	0%	0	2%	-0.5	-22%	3
C=CCNC(=S)NCC	3%	-2.0	-2%	-2%	-12	1%[57.1 µM]	0.5	-8%	10
CC(=O)Nc1ccc(NC(=O)COC(=O)c2ccc(C)s2)cc1	-1%	0.4	2%	7%	-4	3%	0.2	-1%	10
O=C(O)CNS(=O)(=O)c1ccc2c(c1)C(=O)c1cc(S(=O)(=O)NCC(=O)O)ccc1-2	22%	-0.3	-18%	-3%	-3	3%	0.3	-23%	6
Cc1cccc(NC(=O)Cn2nc(-c3ccc(Cl)cc3)c3ccccc3c2=O)c1	6%	-1.5	17%	-11%	13	10%	-2.2	-8%	·
COCCn1c(SCC(=O)Nc2ncc(C)s2)nc2sc3c(c2c1=O)CCC3	·	-0.2	·	·	-5	·	-0.1	·	-4
CC1CCCN(C(=O)c2ccc(CSc3nc4ccncc4n3Cc3ccccc3)cc2)C1 (centres undefined)	-11%	-0.6	10%	3%	-2	-6%	-0.4	-1%	·
Cc1c(C)c2cc(Cl)c(OCC(=O)NCCCn3ccnc3)cc2oc1=O	6%	-0.1	0%	-3%	0	19%	0.6	-20%	5
COc1cccc(OCCSc2nnc3sc4ccccc4n23)c1	3%	-2.1	16%	11%	-1	-6%	-0.6	6%	-9
COc1ccc(NC(=O)Cn2nnc(C(=O)Nc3ccccc3C)c2N)cc1	19%	0.1	4%	24%	3	6%	0.0	5%	2
O=C(CNC(=S)NC(=O)c1ccc(F)cc1)c1ccccc1	1%[57.1 µM]	0.2	4%	2%	-3	3%[57.1 µM]	0.5	-13%	3
O=S1(=O)N=C(N/N=C/C=C/c2ccccc2)c2ccccc21	-22%	1.1	-3%	-5%	-3	-20%	-0.2	-5%	-3
CC(C)(O)C(=O)N/N=C\c1ccc(OC/C=C/c2ccccc2)cc1	-2%	0.0	-3%	5%	4	-1%	0.4	-10%	4
